KCNQ2 inh: KCNQ2 channel blockers in CHO-K1 cells – cell-based, FluxOR thallium flux, B-score, primary screen (AID 2156); 20 min; active compounds read low; B-score at 10 µM; actives 1.1% (n = 310,000);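 active = fluorescence ratio B-score at most minus 3 library SDs, with starting brightness B-score within 2 library SDs, cut at about -5.5 in these data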
Kir21 block: blocks the mouse Kir2.1 inward-rectifier potassium channel; actives 0.85% (n = 310,000); AID 1672; HEK293-Kir2.1, FluxOR thallium flux fluorescence; active compounds read low; B-score at 10 µM; P35561;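 active = fluorescence ratio B-score at or below minus 3 SD of library scores, with starting-brightness B-score within 2 SD, cut at about -4.2 in these data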;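 also: channel flux triggered by added potassium and thallium sulfate stimulus; B-score of peak minus minimum fluorescence over baseline after thallium stimulus; more negative B-score means stronger Kir2.1 block with less thallium influx; some compounds called inactive have numbers as strong as hits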
Target sequence (P35561 whole entry, looked up): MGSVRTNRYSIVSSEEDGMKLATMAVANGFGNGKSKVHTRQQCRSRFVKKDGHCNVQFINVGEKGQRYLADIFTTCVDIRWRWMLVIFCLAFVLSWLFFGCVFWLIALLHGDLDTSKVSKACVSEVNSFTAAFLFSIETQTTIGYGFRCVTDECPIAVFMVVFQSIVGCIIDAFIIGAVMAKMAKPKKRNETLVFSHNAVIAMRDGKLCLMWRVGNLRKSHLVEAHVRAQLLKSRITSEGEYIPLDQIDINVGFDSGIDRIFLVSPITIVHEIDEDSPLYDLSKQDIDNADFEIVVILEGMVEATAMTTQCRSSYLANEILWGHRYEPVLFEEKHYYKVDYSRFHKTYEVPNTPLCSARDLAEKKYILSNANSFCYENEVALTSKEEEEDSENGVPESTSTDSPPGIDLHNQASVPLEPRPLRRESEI
* = called active by the depositor; i = inactive. Rows are unselected (roughly 1.9% active in at least one column).

Compound	KCNQ2 inh	Kir21 block
O=c1c2ccccc2nnn1COc1cccc2ccccc12	i	0.28
O=C(CSc1ccc(Cl)cc1)N1CCN(c2c(Cl)cccc2[N+](=O)[O-])CC1	-8.2*	0.18
Cc1noc(C)c1COc1ccc(C(=O)NCc2ccccn2)cc1	i	0.1
Cc1ccsc1/C=C1/CN(C)Cc2c1nc1ccccc1c2C(=O)O	i	-0.45
C/C(=N/NC(=O)CCCOc1ccc(Cl)cc1Cl)c1ccc(C)o1	i	-1.6
CCOc1cc(/C=C2\C(=O)N(c3ccc(C(N)=O)cc3)N=C2C)ccc1OC(=O)c1cccs1	i	-2
Nc1nc(CSC(=S)N2CCCCC2)nc(Nc2ccccc2)n1	i	-2.8
CN(Cc1ccccc1)C(=O)c1nc2ccccn2c1CN1CCC(N2CCOCC2)CC1	i	0.51
COc1ccc(C2C=C(c3ccccc3)Nc3nc(NC(C)=O)nn32)cc1 (stereo not given)	i	-0.05
CCN(C(=O)CSc1nc2cc(Cl)ccc2c(=O)n1Cc1ccco1)C1CCS(=O)(=O)C1 (stereo not given)	i	-2.5
CSc1ncc(Cl)c(C(=O)Nc2c(C)cccc2C)n1	i	-0.55
COc1cccc(/C=N/n2c(-c3ccco3)nc3ccccc3c2=O)c1OC	i	1.3
C=CCN(C(=O)c1csnn1)C(C(=O)NCc1ccc(F)cc1)c1ccccc1F (stereo not given)	i	0.53
CC(=O)NS(=O)(=O)c1ccc(NC(=O)c2ccc(Cl)cc2[N+](=O)[O-])cc1	i	-0.06
C=CCN(C(=O)CN1CCCCC1)c1nc(-c2ccccc2)cs1	i	-1.3
CCCNC(=O)c1noc2c1CCc1ccccc1-2	i	0.96
O=C(Cc1ccccc1)NCC(=O)N1CCN(c2ccccc2F)CC1	i	1.7
CCOC(=O)c1c(C)[nH]c(C(=O)CN2C(=O)NC(C)(CC(C)C)C2=O)c1C (stereo not given)	i	0.41
COc1ccc(-n2cnnc2SCC(=O)Nc2cc(S(=O)(=O)N3CCCCC3)ccc2C)cc1	i	0.11
COc1cc(C(=O)N(C)C2CCCN(Cc3ccccc3F)C2)cc(OC)c1OC (stereo not given)	i	-0.47
CCOc1cc(C(=O)N2CCOCC2)ccc1OCc1ccccc1	i	-0.2
O=[N+]([O-])c1ccc(N2CCN(CCOc3nonc3-c3ccccc3)CC2)c(Cl)c1	i	1.3
CC12CCC(c3c(CO)nn(-c4ccccc4)c31)C2(C)C (stereo not given)	i	-2.9
Fc1ccc(CNc2ccc(CNc3ncn[nH]3)cc2)cc1	i	-0.37
NC(=O)C1CCN(c2nc(C3CC3)nc3c2nnn3Cc2ccccc2Cl)CC1	i	-0.57
FC(F)Oc1ccc(NC(=S)NCc2cccnc2)cc1	i	0.73
CCOc1ccc(C(=O)Cc2cc(OC)c(OC)cc2[N+](=O)[O-])cc1	i	0.23
O=C(CSc1nnnn1Cc1ccccc1)c1ccc(F)cc1	i	0.01
COc1ccccc1NS(=O)(=O)c1cccc(C(=O)NCC(C)(C)N2CCOCC2)c1	i	-0.29
O=C(OCC(=O)N(Cc1ccccc1)C1CCS(=O)(=O)C1)c1cc2c(s1)CCCC2 (stereo not given)	i	0.31
O=C(Nc1nnc(SCCN2CCOCC2)s1)C1CC(=O)N(c2ccc(F)cc2)C1 (stereo not given)	i	-1.1
COc1ccc(C(=O)NNC(=S)NC(=O)c2ccccc2[N+](=O)[O-])cc1	i	-0.01
Cc1[nH]c(C)c(S(=O)(=O)N2CCN(c3ccccc3F)CC2)c1C(=O)N1CCCC1	i	1.7
CCCCN(C(=O)COc1ccc(NC(C)=O)cc1)C1CCS(=O)(=O)C1 (stereo not given)	i	0.27
CC1(C)CC(NC(=O)C2CCC(=O)N(C3CC3)C2)CC(C)(C)C1 (stereo not given)	i	-0.41
CCOc1ccccc1N(C)S(=O)(=O)c1ccc2c(c1)CC(C)N2C(=O)C1CC1 (stereo not given)	i	0.23
Cc1ccc(C(=O)CCC(=O)CCC(=O)O)cc1	i	-0.02
COc1ccc(-c2ccc3oc(-c4ccc(OC)cc4)c(C#CCCO)c3c2)cc1	i	1.3
Cc1cc(NC(=O)Cn2c(=O)n(CCCCC(=O)NC3CCN(Cc4ccccc4)CC3)c(=O)c3ccccc32)n[nH]1	i	0.72
O=C(COC(=O)c1cc2ccccc2oc1=O)c1cccc([N+](=O)[O-])c1	i	-0.75
Cn1c2c(c(=O)n(C)c1=O)C(C(F)(F)F)(C(F)(F)F)N=C(CCC1CCCCC1)N2	i	1.6
O=S(=O)(NCCc1ccccn1)c1ccc(OC(F)(F)F)cc1	i	1.8
CCC1SC2=NC(C)=C(C(=O)OCC(C)C)C(/C=C/c3ccccc3OC)N2C1=O (stereo not given)	i	-2.1
O=Nc1c(-c2ccccc2)[nH]n(-c2ccccc2)c1=O	i	-1.2
CCOc1cc(CNc2ccc(N3CCCCC3)cc2)cc(Br)c1OCC(=O)NC(C)(C)C	i	0.1
COc1ccc(N(C2CSC2)S(=O)(=O)c2ccccc2)cc1	i	-0.53
CCCOc1cccc(C2/C(=C(/O)c3ccc(OC)cc3)C(=O)C(=O)N2CCN(C)C)c1 (stereo not given)	i	1.4
COc1ccc(C(=O)NCC(=O)Nc2ccccc2)cc1OC	i	-2.4
CCOC(=O)C1(Cc2ccc(Cl)cc2)CCN(C(=O)CCc2ccncc2)CC1	i	0.27
CC1CC(C)(C)NC(=S)N1CCCC(=O)N1CCN(c2ccc(F)cc2)CC1 (stereo not given)	i	0.62
O=C(NCCN1CCOCC1)c1cnn2c(-c3ccccc3)cc(-c3ccccc3)nc12	i	-0.51
Cc1ccc(-c2cc(Cc3ccccn3)c(=O)[nH]n2)cc1	i	0.02
Cc1ccc2c(c1)N(CCC(=O)NCc1ccc3c(c1)OCO3)C(=O)CO2	i	-0.4
O=[N+]([O-])c1cccc(-c2noc3c2-c2nc(Cc4cccc5ccccc45)sc2CC3)c1	i	-0.97
COCCNC(=O)c1nn2c(C(F)(F)F)cc(-c3ccccc3)nc2c1Cl	i	1.4
Cc1ccc(N/N=C(\C#N)C(=N)N2CCOCC2)cc1	i	1.6

Other compounds
Compound	KCNQ2 inh	Kir21 block
COc1ccc(-c2cc(C(F)(F)F)nc(-n3cc(Br)cn3)n2)cc1	i	0.34
COC(=O)c1sc2nc(C)nc(SCC(=O)N3CCC(C(=O)O)CC3)c2c1C	i	1.5
Cc1ccccc1N1CCN(C(=S)c2ccccc2)CC1	i	0.07
Cc1cccc(NC(=O)C2CC2c2ccccc2)c1C (stereo not given)	i	-0.3
CC(NC(=O)Cc1cccs1)C(c1cccs1)N1CCOCC1 (stereo not given)	i	0.53
CCc1ccc(N2NC(=O)/C(=C/C=C/c3ccco3)C2=O)cc1	i	-0.45
CC1CN(c2ccc([N+](=O)[O-])nc2)CC(C)O1 (stereo not given)	i	2
COC(OC)C(C)NC(=O)NC(=O)c1ccccc1Cl (stereo not given)	i	0.64
O=C(CCNS(=O)(=O)c1ccccc1)NNC(=O)C1COc2ccccc2O1 (stereo not given)	i	2.2
CN=C(C)/C(C(=O)OC)=C(/O)c1ccccc1F	i	-0.47
Cc1cccc(C)c1NC(=O)CN1C(=O)CCSc2ccc(S(=O)(=O)N3CCCC3)cc21	i	2.5
COc1ccc([C@@H]2[C@@H]3C(=O)N(C(C)(C)C)C(=O)[C@@H]3[C@]3(CC(C)C)C(=O)N(c4cccc(F)c4)C(=O)N23)cc1	i	-1.8
O=C1NC(=S)N/C1=C/C=C/c1ccccc1	i	-1.4
O=c1c2ccccc2nnn1Cc1nnc(-c2ccccc2Br)o1	i	-0.11
CCCCn1c(=O)[nH]c(=O)c2c1nc(-c1ccc(C#N)cc1)n2C1CCCC1	i	-0.75
COc1ccccc1CC(=O)Nc1cc(OC)c(NC(=O)c2ccccc2)cc1OC	i	0.07
c1ccc2nc3ccccc3nc2c1	i	1.1
O=S(=O)(c1ccc(Cl)nc1)N1CCCCC1	i	-1.4
CCN(CC)CCN1C(=O)C(=O)/C(=C(/O)c2ccncc2)C1c1ccccc1 (stereo not given)	i	0.43
O=C(O)c1ccc(S(=O)(=O)NC2CCCCCC2)cc1	i	1.2
Cc1nc(C(=O)N/N=C/c2[nH]ncc2Br)cs1	i	0.39
Cn1c(=O)c(=O)n(C)c2cc(N3CCOCC3)c(NS(=O)(=O)c3ccc([N+](=O)[O-])cc3)cc21	i	-0.32
COC(=O)C1=CN(CCCN2CCCC2=O)C=C(C(=O)OC)C1c1ccccc1C(F)(F)F	i	-0.11
CC1(C)Cc2c(cnn2-c2ccccc2)-c2c1c1ccccc1n2CC(O)CBr (stereo not given)	i	-0.04
COc1cc(OC)c(/C=N/NC(=O)c2ccncc2)cc1Br	i	-1.4
O=C(/C=C/c1ccc(F)cc1)NNC(=O)CCN1CCN(Cc2ccccc2)CC1	i	-1.4
O=C(O)CCS(=O)(=O)c1ccccc1Cl	i	-0.36
O=C(O)/C=C/c1cccnc1	i	-0.2
NC(=O)/C=C\c1cn(-c2ccccc2)nc1-c1ccc2c(c1)OCCO2	i	0.8
CCOC(=O)N1CCN(C(=O)c2ccc(Cl)nc2)CC1	i	-0.64
Cc1cccc(N(C)C(=O)c2cc(S(=O)(=O)N3CCCCC3)c[nH]2)c1	i	1
CC1CCN(CCC(=O)NN)CC1	i	0.3

As a working copy, 5 of the compounds above:
Compound	KCNQ2 inh	Kir21 block
COc1cc(OC)c(/C=N/NC(=O)c2ccncc2)cc1Br	i	-1.4
O=C(/C=C/c1ccc(F)cc1)NNC(=O)CCN1CCN(Cc2ccccc2)CC1	i	-1.4
O=C(O)CCS(=O)(=O)c1ccccc1Cl	i	-0.36
O=C(O)/C=C/c1cccnc1	i	-0.2
NC(=O)/C=C\c1cn(-c2ccccc2)nc1-c1ccc2c(c1)OCCO2	i	0.8

The list goes on.
Compound	KCNQ2 inh	Kir21 block
COc1ccc(/C=N/NC(=O)c2nn(-c3ccc(Cl)cc3)c(=O)c3c(N)scc23)cc1	i	1.4
CCCCN(CC(=O)NC(C)(C)C)C(=O)C(=O)Nc1ccc2c(c1)OCCO2	i	-0.4
CCOC(=O)c1cnc2ccc(OCC)cc2c1N(C)Cc1ccccc1	i	-1.7
CC1CCCCN1S(=O)(=O)c1cccc2nonc12 (stereo not given)	i	-0.69
CC(C)OCCCNC(=O)c1cc(-c2cccs2)nc2ccccc12	i	1.3
Cc1cnn(-c2cc(Oc3ccccc3)ncn2)c1	i	-0.77
O=[N+]([O-])c1ccccc1SNc1ccc(Br)cn1	i	-1.4
Cc1cc(-c2cc(C(=O)Nc3ccccc3)on2)nc(NC2CCCC2)n1	i	0.22
O=C(COc1ccccc1Cl)NCc1ccncc1	i	-0.01
Cc1cc(=O)[nH]c(SCCOc2cccc(C(F)(F)F)c2)n1	i	0.53
Cc1ccc(NS(=O)(=O)c2ccc(-n3cccn3)cc2)cc1F	i	0.67
C=CCn1c(SCc2csc(-c3ccc(C)cc3)n2)nnc1-c1ccccc1OC	i	-7.7*
COc1ccc(C(=O)NC2CC2)cc1OC1CCN(Cc2ccc(F)c(F)c2)CC1	i	-0.07
Cc1ccc(N2CCN(C(=O)NC3CCCCC3)CC2)c(C)c1	i	-1.1
COc1ccccc1N1C(=O)c2ccc(C(=O)Nc3ccccc3O)cc2C1=O	i	0.98
COc1ccc(C2C(C)C3(O)CC(C#N)(C(=O)N3)C2(C#N)C#N)cc1 (stereo not given)	i	-0.52
O=C(CN1CCN(Cc2ccccc2)CC1)NNC(=O)c1ccc(Cl)cc1	i	0.12
CCCCn1c(N)c(N(CCOC)C(=O)COC(=O)CSc2cc(C)c3ccccc3n2)c(=O)[nH]c1=O	i	0.18
Cc1cc(=O)n(C)c(=O)n1CC(=O)N1CCCCCC1	i	2.7
CCCCn1nnc(NC(=O)CCC)n1	i	-0.47
CN1CCN(C(=O)CCN2C(=O)/C(=C\c3ccc(Cl)cc3Cl)SC2=S)CC1	i	1.6
O=C(CN1C(=O)S/C(=C\c2ccccc2Cl)C1=O)NC1C=CS(=O)(=O)C1 (stereo not given)	i	0.98
Cc1ccc2[nH]c3c(=O)n(CCN4CCNCC4)cnc3c2c1	i	-2.4
NC(=O)CCN1CCN(Cc2cn[nH]c2-c2cccc3ccccc23)CC1	i	0.57
O=C(COC(=O)CC1CCCC1)Nc1cc2c(cc1Cl)C(=O)c1ccccc1C2=O	i	-0.2
O=C(NNC(=S)Nc1ccc(Cl)cc1)c1cccs1	i	0.09
Cc1ccc(NC(=O)CN2CCN(CCN=CC3=C(O)CC(C)(C)CC3=O)CC2)cc1	i	-1.4
CCC(C)(C)NC(=O)C(c1ccc(OC)cc1)N(CCOC)C(=O)CCC(=O)Nc1nccs1 (stereo not given)	i	1.4
CC(=O)Nc1cccc(NC(=O)CSc2nnc(Cc3cccn3C)n2-c2ccc(F)cc2)c1	i	-0.82
Cc1nc2c(-c3ccc(F)cc3)c(C)nn2c(C)c1CCC(=O)N1CCN(c2ccccn2)CC1	i	0.21
O=C(Nc1ccn(-c2ccccc2)n1)c1ccc(S(=O)(=O)N2CCCCCC2)cc1	i	-1.1
Cc1nc(N2CCN(c3ccccc3F)CC2)[nH]c(=O)c1C	i	0.42
